# EPAC2 antagonist – qHTS for Antagonist of cAMP-regulated guanine nucleotide exchange factor 2 (EPAC2): primary screen; AID 720708, 2013; 360,000 compounds, 0.18% hits; Rap guanine nucleotide exchange factor 4 (Homo sapiens), Q8WZA2; EPAC2 GEF exchange of Rap1B-BODIPY-GDP, fluorescence; Potency, µM (series often up to 114 µM), for the others: at the top dose activity, negative = inhibition, most hits filed as inhibitors; also: potency is read from the fitted curve at half-maximal effect; % is scaled to controls: 0 for no effect and ±100 for the full control effect; nearly all actives have a fitted effect of over 45% in size; many of its hits are not listed in these tables
# Target sequence (Q8WZA2 whole entry, looked up): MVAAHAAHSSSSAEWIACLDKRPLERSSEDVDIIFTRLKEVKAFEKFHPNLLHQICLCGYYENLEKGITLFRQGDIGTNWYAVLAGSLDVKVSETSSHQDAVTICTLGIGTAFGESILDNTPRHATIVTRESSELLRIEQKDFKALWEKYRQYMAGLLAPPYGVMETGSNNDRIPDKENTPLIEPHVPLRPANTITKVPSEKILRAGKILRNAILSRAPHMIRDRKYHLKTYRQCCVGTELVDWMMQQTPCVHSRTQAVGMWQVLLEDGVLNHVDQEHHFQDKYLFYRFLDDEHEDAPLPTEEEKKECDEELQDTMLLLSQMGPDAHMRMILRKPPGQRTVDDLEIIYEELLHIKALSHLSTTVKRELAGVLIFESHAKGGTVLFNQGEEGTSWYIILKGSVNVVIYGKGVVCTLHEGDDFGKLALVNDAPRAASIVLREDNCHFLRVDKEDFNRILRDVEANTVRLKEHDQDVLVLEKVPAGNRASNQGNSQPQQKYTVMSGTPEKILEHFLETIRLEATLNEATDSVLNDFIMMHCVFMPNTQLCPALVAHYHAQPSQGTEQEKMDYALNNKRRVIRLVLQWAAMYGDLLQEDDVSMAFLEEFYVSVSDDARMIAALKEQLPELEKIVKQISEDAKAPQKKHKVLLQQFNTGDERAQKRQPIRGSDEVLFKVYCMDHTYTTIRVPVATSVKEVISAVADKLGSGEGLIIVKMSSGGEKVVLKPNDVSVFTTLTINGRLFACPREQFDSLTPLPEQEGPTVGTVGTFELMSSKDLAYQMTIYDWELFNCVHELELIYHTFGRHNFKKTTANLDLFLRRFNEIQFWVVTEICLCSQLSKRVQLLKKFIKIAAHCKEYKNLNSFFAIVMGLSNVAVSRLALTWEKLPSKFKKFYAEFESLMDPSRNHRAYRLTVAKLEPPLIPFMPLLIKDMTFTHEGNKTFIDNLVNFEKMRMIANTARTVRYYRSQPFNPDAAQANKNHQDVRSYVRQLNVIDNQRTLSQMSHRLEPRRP
# EPAC2 agonist – qHTS for Agonist of cAMP-regulated guanine nucleotide exchange factor 4 (EPAC2): primary screen. AID 720711, 2013. Potency, µM (highest dose often 154 µM), inactives show at the top dose activation, usual class: activators. 360,000 compounds, 0.079% hits. Rap guanine nucleotide exchange factor 4 (Homo sapiens), Q8WZA2. EPAC2 activation, biochemical qHTS; response scale: 100% = 6.5 mM cAMP response; also: potency is read from the fitted curve at half-maximal effect; nearly all actives have a fitted effect of over 50% in size
#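 Fluorescence exchange assay: 100 nM EPAC2 with 250 nM RAP1B-BODIPY-GDP and 50 uM GDP; compounds tested as a concentration-titration series (qHTS). Loss of Rap1-bound BODIPY-GDP fluorescence read at 480/540 nm; data normalized to 6.5 mM cAMP.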
# Mm-Cpn inhibitor – Inhibitors of TCP-1 ring complex (TRiC) of Methanococcus maripaludis (MmCpn): qHTS; Chaperonin Mm-Cpn (Methanococcus maripaludis); purified Mm-Cpn ATPase, ADP Transcreener TR-FRET; Potency, µM (series often up to 76.9 µM), for inactives: at the top dose activity, negative = inhibition, most hits filed as inhibitors; 330,000 compounds, 0.031% hits; also: potency is read from the fitted curve at half-maximal effect; % is scaled to controls: 0 for no effect and ±100 for the full control effect; nearly all actives have a fitted effect of over 80% in size
#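 ATPase read-out: TR-FRET ADP immunoassay (anti-ADP Eu cryptate vs ADP-d2), ex 320 nm, em 590/665 nm; signal drops as ADP forms. Enzyme 25 nM, ATP 10 uM, 30 min at 37°C after 10 min compound preincubation.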
# Nrf2 block – Nrf2 qHTS screen for inhibitors | A549 ARE-Fluc reporter, luciferase luminescence, 18-24 h | Potency, µM (top dose mostly 46 µM), inactives show at the highest dose activity change, negative = inhibition, most hits filed as inhibitors | 360,000 compounds, 2.1% hits | AID 504444, 2011; also: potency is read from the fitted curve at half-maximal effect; % is scaled to controls: 0 for no effect and ±100 for the full control effect; nearly all actives have a fitted effect of over 60% in size
#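 Two sequential reads on A549 ARE_Fluc cells exposed to compound for 18-24 h: a CellTiter-Fluor fluorescence read for viability, then a luciferase luminescence read for Nrf2/ARE activity.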
# CCT modulator – High-Throughput Screening for Modulators of Cytosolic Chaperonin Activity; purified chaperonin ATPase assay, HTRF ADP detection, 30 min; activity change, % (test concentration not listed), hits read low; 360,000 compounds, 0.3% hits; in the data active = activity change below about -30%; also: % is scaled to controls: 0 for no effect and ±100 for the full control effect
#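 ATPase activity: ADP formed was measured by HTRF Transcreener (665/615 nm ratio) after 30 min at 37 deg C with 10 uM ATP. Compounds screened at one 76 uM concentration against 40 or 20 nM TRiC in Tris pH 7.4/KCl/MgCl2/DTT buffer.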
# Nrf2 activator – qHTS of Nrf2 Activators; AREc32 ARE-luciferase reporter (MCF7-derived line), luminescence, 24 h; Potency, µM (titrated, usually from 46.1 µM), inactives show top-dose activation, usual class: activators; 410,000 compounds, 0.31% hits; also: potency is read from the fitted curve at half-maximal effect; % of control where 0% means no effect; nearly all actives have a fitted effect of over 65% in size
#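 ARE-driven firefly luciferase activity in AREc32 cells measured after a 24 hr compound exposure at 37 deg C, using Steady-Glo reagent and a 30 min room-temperature hold.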
# Akt phos inh – HTS Assay for Inhibitors of Akt Phophorylation: Primary Screen; Neuro2A IGF-stimulated pAkt S473 HTRF, 20 min; stronger effect = lower value; activity change, % for hits at 50 µM; 360,000 compounds, 0.32% hits; in the data active = activity change below about -80%; inconclusive = mostly about -51% to -80%; also: % is scaled to controls: 0 for no effect and ±100 for the full control effect
#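 Neuro2A cells (4,500/well, DMEM with 0.5% FBS) were treated with compound at a single 50 µM final concentration, stimulated with 6 nM IGF for 20 min at 37 °C, and lysed. Phospho-Akt Ser473 was read by HTRF as 665/615 ratio ×10^4.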
# TGFb inhibitor – qHTS for Inhibitors of TGF-b; HepG2 CAGA-GFP TGF-b/SMAD3 reporter, GFP fluorescence, 18 h; TGF-beta stimulated, 500 pg/mL final; Potency, µM (doses to about 46.1 µM), inactives show top-dose activity, negative = inhibition, most hits filed as inhibitors; 410,000 compounds, 1.2% hits; also: potency is read from the fitted curve at half-maximal effect; % is scaled to controls: 0 for no effect and ±100 for the full control effect; nearly all actives have a fitted effect of over 65% in size
#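 Cell-based qHTS in HEPG2 carrying a CAGA-GFP Smad reporter; compounds added before 500 pg/mL final TGF-beta, 18 h incubation at 37 degrees C, GFP fluorescence quantified per cell by imaging cytometry.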
# A549 tox – Nrf2 qHTS screen for inhibitors: counterscreen for cytotoxicity. A549 ARE-Fluc cells, CellTiter-Fluor viability, 18-24 h. Potency, µM (series often up to 46 µM), for the others: at the highest dose activity change, negative = cytotoxicity, most hits filed as inhibitors. 390,000 compounds, 0.16% hits; also: potency is read from the fitted curve at half-maximal effect; % is scaled to controls: 0 for no effect and ±100 for the full control effect
#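 A549 ARE_Fluc cells in 5% FBS OPTI-MEM were exposed to compounds in concentration-response for 18-24 h at 37 deg C. Viability was read by CellTiter-Fluor fluorescence (Ex 405/Em 525) after 30 min, before the luciferase read.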
# Numbers without * were called inactive; i = inactive; ? = inconclusive; . = not tested or not shown; & = joins results of further samples; [ ] = remark or other dose. Unless noted, calls follow the shape of the dose curve; as a rule, active = well fitted curve in the direction sought with a large enough effect; inconclusive = small, poorly fitted or top-dose-only effect, or another doubt; inactive = no such curve, though single readings can be large; an effect the other way counts as inactive or inconclusive.
SMILES,EPAC2 antagonist,EPAC2 agonist,Mm-Cpn inhibitor,Nrf2 block,CCT modulator,Nrf2 activator,Akt phos inh,TGFb inhibitor,A549 tox
CN(Cc1ccccc1)S(=O)(=O)c1nnc(NC(=O)c2ccccc2F)s1,-1%,2%,-2%,-30%,-1.2,1.7%,i,-23%,1%
COc1cccc(CNC(=O)CCCn2nc(C)n3c(cc4sccc43)c2=O)c1,9%,-11%,2%,?,0.0,-0.9%&0.7%,i,-6%&10%,2%&1%
O=C(CN1C(=O)NC2(CCc3ccccc32)C1=O)Nc1cc(C(F)(F)F)ccc1N1CCOCC1 (stereo not given),-8%,-20%,-2%,-11%,0.3,-0.1%,i,-14%,-9%
COc1ccc(NC(=O)c2scc(S(=O)(=O)C(C)C)c2N)cc1,-7%,7%,-1%,?,-0.3,-0.3%,i,0%,-4%
CN(CCCNC(=O)CCc1cn(C)c2ccccc12)C1CCCCC1,-2%,3%,3%,-1%,1.9,0.5%,i,9%,0%
CCOC(=O)COc1ccc2c(c1)c(C(=O)OCC)c(C)n2CC,-6%,-1%,0%,-2%,0.2,0.3%,i,6%,-3%
CN(C)C(=O)CCCCCCCCC(=O)N(C)C,1%,3%,?,3%,-1.5,-0.5%,i,0%,0%
CC(C)(C)OC(=O)N1CCC2(CC1)C(C#N)=C(N)OC1=C2C(=O)CCC1,-11%,-3%,-1%,0%,0.5,0.2%,i,-6%,0%
O=C(Nc1cnccn1)c1cccnc1,-1%,7%,-1%,7%,-3.9,0.2%,i,-2%,-13%
CCOC(=O)C=C(OC(=O)c1ccc(OC)cc1)c1ccccc1,-8%,12%,.,-3%,-3.0,-0.5%,i,3%,3%
O=C1Nc2ccccc2C(O)(C(=O)NCc2ccc3c(c2)OCO3)N1c1ccc(Cl)c(Cl)c1 (stereo not given),6%,-4%,-1%,13%,-0.7,-0.1%,i,2%,-6%
COc1ccc(CCNC(=O)/C=C/c2ccc3ccccc3n2)cc1OC,2%,5%,1%,?,0.5,?,i,?,-28%
O=C(CCCOc1ccccc1)N1CCN(C(=O)c2ccco2)CC1,-4%,1%,-1%,30%,0.8,-0.2%,i,-9%,?
COc1ccc(CCNC(=O)Cn2c(=O)c3sccc3n(CC(=O)Nc3cccc(C(F)(F)F)c3)c2=O)cc1OC,.,.,.,8%,.,5.4%,.,-2%,-1%
C/C(N)=C(/C#N)C(=O)CN1CCCCC1,-14%,4%,0%,0%,-2.1,0.8%,i,-8%,4%
Cc1ccc(CS(=O)(=O)CCC(=O)NC2CC2)cc1,11%,-2%,-2%,.,-2.0,-0.5%,i,0%,3%
CCc1ccc(-c2nc(CS(=O)CC(=O)NCc3ccccc3)c(C)o2)cc1 (stereo not given),-9%,3%,1%,-9%,0.8,0.1%,i,-8%,3%
COc1ccc(CNC(=O)C2CCCN(Cc3nc(-c4cccc(C)c4)oc3C)C2)cc1 (stereo not given),-13%,6%,0%,?,-0.4,-0.1%,i,?,-25%
Nc1ncccc1C(=O)OCC(=O)NC1CCCCCC1,1%,3%,0%,-9%,-1.8,-0.7%,i,1%,-2%
CCc1cc(C(=O)OC)c(NC(=O)CCCC(=O)O)s1,10%,-4%,-3%,-13%,-1.2,-0.4%,i,8%,2%
O=C1Nc2ccccc2C12OCCO2,-3%,12%,1%,-10%,-2.0,-0.6%,i,-8%,-13%[1.84 µM]
C/C(=N\O)c1ccc(N2C(=O)C3CC=C(Cl)CC3C2=O)cc1 (stereo not given),-2%[57.1 µM],0%,-1%,?,-0.3,0.3%,i,-18%,8%
CC1(C)CC(=O)C(C(C2=C(O)CC(C)(C)CC2=O)c2cccs2)C(=O)C1 (stereo not given),-3%,-3%,2%,?,-1.9,10%,i,?,-16%
Cc1cnc(C(=O)OCC(=O)Nc2sc3c(c2C(N)=O)CCCC3)cn1,4%,7%,-1%,?,-0.5,-0.8%,i,-14%,-7%
O=C(CNCc1ccco1)Nc1ccc(N2CCCCCC2)cc1,-5%,-1%,1%,4%,-5.2,8.2%,i,-1%,-3%
CCCCn1c(-c2ccc(Cl)cc2)nc2c(=O)n(C)c(=O)[nH]c21,-4%,6%,-1%,.,-0.5,-0.4%,i,16%,-3%
CCCN(C(=O)c1nn(-c2ccc(C)cc2)c(=O)c2c1c1ccccc1n2C)c1ccccc1C,.,.,.,?,.,-0.8%,.,0%,11%
COc1ccccc1C=C(C(=O)c1ccccc1)c1ccccc1,?,1%,.,.,-0.6,?,i,?,.
CC(=O)N(C(C)=O)c1nc(-c2ccccc2)cn1/N=C/c1cccc([N+](=O)[O-])c1,-3%,10%,-4%,-15%,-0.9,-0.7%,i,-15%,1%
CC(C)c1ccc(/C=C/c2ccc(=O)n(C)n2)cc1,0%,4%,-4%,?,-2.0,4.0%,i,-2%,-7%

# Among those listed so far, these have a Cl atom.
SMILES,EPAC2 antagonist,EPAC2 agonist,Mm-Cpn inhibitor,Nrf2 block,CCT modulator,Nrf2 activator,Akt phos inh,TGFb inhibitor,A549 tox
O=C1Nc2ccccc2C(O)(C(=O)NCc2ccc3c(c2)OCO3)N1c1ccc(Cl)c(Cl)c1 (stereo not given),6%,-4%,-1%,13%,-0.7,-0.1%,i,2%,-6%
C/C(=N\O)c1ccc(N2C(=O)C3CC=C(Cl)CC3C2=O)cc1 (stereo not given),-2%[57.1 µM],0%,-1%,?,-0.3,0.3%,i,-18%,8%
CCCCn1c(-c2ccc(Cl)cc2)nc2c(=O)n(C)c(=O)[nH]c21,-4%,6%,-1%,.,-0.5,-0.4%,i,16%,-3%

# Continued.
SMILES,EPAC2 antagonist,EPAC2 agonist,Mm-Cpn inhibitor,Nrf2 block,CCT modulator,Nrf2 activator,Akt phos inh,TGFb inhibitor,A549 tox
CCCCOc1ccc(NC(=O)Nc2nnc(C)s2)cc1,1%,-4%,-3%,7%,2.0,10%,i,11%,0%
O=C(Cn1nc(-c2cccc([N+](=O)[O-])c2)c2ccccc2c1=O)Nc1cccnc1,3%,1%,0%,6%,1.0,0.1%,.,-11%,-5%
CNC(=O)c1cnn(-c2nc(-c3ccc(OC)cc3)cs2)c1C(F)(F)F,-3%,5%,?,9%,1.1,1.5%,i,-3%,0%
COc1ccc(S(=O)(=O)N2CCC(O)(c3ccc(Cl)cc3)CC2)cc1,-6%,6%,0%,?,0.0,-0.5%,i,?,-7%
Cc1ccccc1C(=O)OC1OC(=O)C(Cl)=C1N1CCOCC1 (stereo not given),4%,-3%,-2%,-12%,-0.4,4.3%,i,0%,-13%
COc1cccc(Nc2nnc(SCC(=O)N3CC(=O)Nc4ccccc43)s2)c1,-3%,-5%,?,-4%,-1.5,3.6%,i,?,-4%
Cc1ccc2[nH]c(CNC(=O)c3ccccc3F)cc2c1,1%,2%,-4%,2%,-1.3,2.1%,i,3%,2%
COc1ccc(C)cc1NC(=O)c1cc2ccccc2cc1OCC(=O)NCc1ccco1,11%,-1%,-8%,?,-0.2,-0.3%,i,-8%,-7%
Cc1cc(=O)oc2cc(NC(=O)C3CCCC3)ccc12,4%,-4%,0%,23%,-0.2,2.4%,i,5%,-6%
CCNc1nc(-c2cc3ccccc3o2)cs1,-12%,5%,-12%,?,-2.4,22%,i,-23%,-1%

# Two records drawn at random from those above:
SMILES,EPAC2 antagonist,EPAC2 agonist,Mm-Cpn inhibitor,Nrf2 block,CCT modulator,Nrf2 activator,Akt phos inh,TGFb inhibitor,A549 tox
CN(Cc1ccccc1)S(=O)(=O)c1nnc(NC(=O)c2ccccc2F)s1,-1%,2%,-2%,-30%,-1.2,1.7%,i,-23%,1%
O=C(Nc1cnccn1)c1cccnc1,-1%,7%,-1%,7%,-3.9,0.2%,i,-2%,-13%

# Later entries
SMILES,EPAC2 antagonist,EPAC2 agonist,Mm-Cpn inhibitor,Nrf2 block,CCT modulator,Nrf2 activator,Akt phos inh,TGFb inhibitor,A549 tox
COc1ccc(-c2noc(-c3ccccc3C(=O)Nc3cccnc3)n2)cc1OC,-6%,14%,0%,0%,-2.2,0.4%,i,0%,-14%
COc1ccc(CNC(=O)CCCn2nc(C)c([N+](=O)[O-])c2C)cc1OC,4%,8%,-1%,2%,-4.5,-0.7%,i,-3%,-2%
COCCCNC(=S)N1CCN(Cc2ccc3c(c2)OCO3)CC1,1%,10%,0%,-4%,-1.1,0.5%,i,-6%,3%
COCC(=O)N/N=C(\C)CC(=O)Nc1ccccc1C(N)=O,9%,3%,0%,-9%,-1.0,-0.5%,i,-17%,-9%
CCOC(=O)c1nnn(-c2ccccc2)c1C,1%,12%,1%,?,-1.8,-0.5%,i,6%,-2%
O=C(Cn1nnnc1-c1ccccc1F)Nc1ccc(OC(F)(F)F)cc1,.,.,.,3%,.,0.2%,.,0%,-7%
CCN(CC)S(=O)(=O)c1ccc(C)c(NC(=O)CNc2cccc(S(=O)(=O)N3CCOCC3)c2)c1,-3%,10%,1%,?,-0.5,-0.5%,i,-10%,-4%
CCS(=O)(=O)N1CCN(S(=O)(=O)c2ccccc2[N+](=O)[O-])CC1,12%,-4%,0%,6%,1.6,-0.4%[9.22 µM],i,10%,-1%

# Bioassay records deposited in PubChem by National Center for Advancing Translational Sciences (NCATS).

# Not all compounds are listed; rates above refer to the full screens.
